TbHK1 inh = Trypanosoma brucei hexokinase 1 inhibitors, primary screen, biochemical, G6PDH-coupled NADH absorbance, MLSCN library; hexokinase 1 [Trypanosoma brucei]; recombinant TbHK1, G6PDH-coupled NADH A340; inhibition, % at 10 µM; 220,000 compounds, 0.11% hits;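 active = inhibition of 50% or more in the single-dose primary screen; inactive = inhibition below 50%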
Runt-SMMHC FRET = inhibitors of RUNX1 Runt–CBFb-SMMHC binding, primary screen, biochemical, FRET, Cerulean-Runt, Venus-CBFb-SMMHC, uHTS; Cerulean-Runt/Venus-CBFb-SMMHC FRET ratio 530/480, 1 h; inhibition, % at 20 µM; 220,000 compounds, 0.74% hits;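 active = mean inhibition across duplicate retests at 20 µM reaching about 50%, limit read from the data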;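 also: 0% = DMSO wells and 100% = wells with excess untagged CBFb-SMMHC; inhibitors lower the FRET ratio by blocking Runt binding to CBFb-SMMHC; some results filed as inactive read as strong as hits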
14-3-3 Bad PPI = inhibitors of 14-3-3 zeta/Bad binding, primary screen, biochemical, TR-FRET, bovine 14-3-3 zeta | 14-3-3 protein zeta/delta (Bos taurus), P63103 | 220,000 compounds, 0.71% hits | AID 781, 2007 | inhibition, % at 21.7 µM | TR-FRET 14-3-3zeta/Dy647-pBad peptide displacement, 1 h;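 active = inhibition above about 70%, limit read from the data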;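 also: 0% = full 14-3-3 plus peptide FRET controls and 100% = background without 14-3-3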
Hck Nef HTS = inhibitors of Nef-activated human Hck kinase, primary screen, biochemical, Z-Lyte FRET, 384-well, Hck-YEEI; Tyrosine-protein kinase HCK (Homo sapiens), P08631; Recombinant Hck-YEEI plus Nef, Z-Lyte FRET kinase assay; inhibition, % at 20 µM; 220,000 compounds, 0.68% hits; AID 463187, 2010;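 active = Hck-Nef kinase inhibition above about 50%, limit read from the data; inactive = inhibition below that limit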;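 also: 0% = DMSO with Hck plus Nef and 100% = Hck alone without Nef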
Target sequence (P08631 whole entry, looked up): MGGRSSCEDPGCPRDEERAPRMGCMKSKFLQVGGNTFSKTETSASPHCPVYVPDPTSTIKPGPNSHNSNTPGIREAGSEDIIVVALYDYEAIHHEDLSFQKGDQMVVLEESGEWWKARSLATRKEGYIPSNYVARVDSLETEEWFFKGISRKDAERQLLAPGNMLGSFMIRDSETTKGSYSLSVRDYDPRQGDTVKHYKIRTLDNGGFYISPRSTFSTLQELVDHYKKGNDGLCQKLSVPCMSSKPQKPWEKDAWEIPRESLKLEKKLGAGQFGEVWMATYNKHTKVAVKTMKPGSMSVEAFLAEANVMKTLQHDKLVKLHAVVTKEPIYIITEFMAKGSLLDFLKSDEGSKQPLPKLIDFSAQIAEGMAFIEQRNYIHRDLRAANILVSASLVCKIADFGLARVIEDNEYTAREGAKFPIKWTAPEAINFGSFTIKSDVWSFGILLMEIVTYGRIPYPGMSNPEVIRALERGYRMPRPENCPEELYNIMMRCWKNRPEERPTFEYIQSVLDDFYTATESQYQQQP
EBV gp42 block = Epstein-Barr virus gp42 inhibitors, primary screen, biochemical, uHTS, fluorescence polarization | Glycoprotein 42 (Epstein-Barr virus (strain AG876)), Q1HVG2 | Fluorescence polarization binding assay, mP read-out | inhibition, % (tested at 21.74 µM) | 220,000 compounds, 0.42% hits | AID 1085, 2008; in the data active = inhibition above about 50%
MDM2 E3 inh = MDM2-luciferase reporter signal enhancers, primary screen, MDM2 E3 ligase inhibitor project, cell-based, luminescence, 1536-well; AID 1230, 2008; signal enhancement, % at 5 µM; cell-based MDM2 ubiquitination luciferase reporter, 2 h; 0 = plate control, 100 = twice control, blank-subtracted; E3 ubiquitin-protein ligase Mdm2 (Homo sapiens), Q00987; 210,000 compounds, 0.11% hits;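 active = signal enhancement of 30% or more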;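 also: luminescence tracks abundance of the self-degrading MDM2-luciferase fusion protein; higher signal means inhibition of MDM2 E3 ligase activity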
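system = mammalian cells stably expressing self-ubiquitinating, self-degrading MDM2 E3–luciferase fusion | quantity = 2000 cells per well seeded | incubation = 4 h cell settling then 2 h compound exposure, 37 °C | signal = SteadyLite luminescence, 15 min reagent step | benchmarks = plate control and blank wells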
zVAD death inh = inhibitors of zVAD-triggered necroptosis, primary screen, L929 cells. 220,000 compounds, 0.38% hits. AID 1377, 2008. L929 zVAD necroptosis rescue, ATP luminescence, 24 h; with zVAD 60 µM. viability rescue, % at 10 µM;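 active = activation, scaled between plate controls, above about 75%, limit read from the data; inactive = activation under that limit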;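 also: 0% = zVAD with DMSO and 100% = DMSO alone without zVAD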
p47phox inh = p47phox/p22phox peptide binding inhibitors, primary screen, biochemical, uHTS, NADPH oxidase regulatory subunit. Neutrophil cytosol factor 1 (Homo sapiens), P14598. fluorescence polarization, 2 h. inhibition, % at 24.7 µM. 220,000 compounds, 0.53% hits. AID 1274, 2008;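 active = inhibition above about 30%, limit read from the data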;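 also: 0% = p47phox with labelled peptide and 100% = labelled peptide alone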
Target sequence (P14598 whole entry, looked up): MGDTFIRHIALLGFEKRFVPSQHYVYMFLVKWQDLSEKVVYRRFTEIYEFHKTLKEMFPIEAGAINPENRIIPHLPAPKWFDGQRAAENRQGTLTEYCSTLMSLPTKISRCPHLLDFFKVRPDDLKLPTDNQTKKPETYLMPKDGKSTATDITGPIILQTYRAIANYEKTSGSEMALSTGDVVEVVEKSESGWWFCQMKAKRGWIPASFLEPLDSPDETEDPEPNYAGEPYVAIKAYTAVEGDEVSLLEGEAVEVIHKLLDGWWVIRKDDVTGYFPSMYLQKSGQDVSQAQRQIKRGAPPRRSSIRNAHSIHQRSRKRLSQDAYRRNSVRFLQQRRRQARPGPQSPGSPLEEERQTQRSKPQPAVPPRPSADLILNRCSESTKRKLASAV
Runt-CBFb FRET = inhibitors of RUNX1 Runt–CBFb binding, primary screen, biochemical, FRET, Cerulean-Runt, Venus-CBFb, uHTS | Runt-related transcription factor 1 (Homo sapiens) + Core-binding factor subunit beta … | Cerulean-Runt/Venus-CBFb FRET ratio 530/480, 1 h | inhibition, % at 20 µM | 220,000 compounds, 0.46% hits | AID 1496, 2009;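 active = inhibition over about 50% at 20 µM in the single-dose screen, limit read from the data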;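 also: 0% = DMSO wells and 100% = excess unlabeled CBFb competitor control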
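Measured by: fluorescence energy transfer, 422 nm excitation, 530/480 nm emission; Assay system: Cerulean-Runt domain; Medium: Tris pH 7.5 buffer with BSA; Measure: loss of energy transfer signal; Controls: 5 µM unlabeled CBFb as full-inhibition high control; Incubation: protein complex preformed 1 h, compound exposure 1 h, room temperature, dark.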
Active calls of the source: *; nt = not tested or not shown; [ ] = dose if it differs, or a comment.

SMILES	TbHK1 inh	Runt-SMMHC FRET	14-3-3 Bad PPI	Hck Nef HTS	EBV gp42 block	MDM2 E3 inh	zVAD death inh	p47phox inh	Runt-CBFb FRET
COc1ccc(CCn2c(-c3cc([N+](=O)[O-])cc([N+](=O)[O-])c3)nc3nc4ccccc4nc32)cc1	-10.0	-0.9	1.0	1.5	-11.2	3.6	-0.3	-16.9	1.9
COCCNC(=S)NNc1ccc(Cl)c(C(=O)O)c1	-10.4	-1.4	-7.9	-2.9	-8.3	-11.4	1.7	-5.7	20.4
O=C1c2ccccc2NC(c2cn[nH]c2-c2ccccc2)N1O (centres undefined)	-11.1	1.1	9.0	5.3	-5.7	-1.7	1.1	-5.6	-1.5
Cc1ccc(S(=O)(=O)NC(C)(C)CSc2ncccn2)cc1	7.8	-3.3	3.5	23.7	-5.3	-13.9	1.2	-5.0	0.2
CN(Cc1cccc2ncccc12)C(=O)CC1C(=O)NCCN1Cc1ccc(F)cc1 (centres undefined)	0.5	-0.9	-6.5	18.9	0.3	2.0	1.4	-9.0	-0.6
C/C=C/c1ccc(OCCOc2ccc(C=O)cc2)c(OC)c1	28.6	1.1	-7.0[fluorescence artefact?]	1.9	9.8	-5.5	1.7	-20.3	-4.2
CCOCc1nnc(NC(=O)c2c(OC)cccc2OC)s1	-6.0	-0.6	2.4	1.8	-0.5	4.2	-0.9	-14.8	2.8
CCOC(=O)c1c(NCC2CCCO2)c2ccccc2[nH]c1=O (centres undefined)	-6.5	-6.8	14.8[fluorescence artefact?]	-1.4	-9.9	-11.3	-1.0	-9.6	-0.9
Cc1ccc(Nc2nc(N3CCN(C)CC3)nc(N)c2[N+](=O)[O-])cc1C	-28.9	-4.0	15.9[fluorescence artefact?]	7.5	-11.5	3.3	0.9	-4.0	-2.9
O=C(Cn1cnc2ccccc2c1=O)Nc1ccc(N2CCOCC2)cc1	-1.4	-1.6	-2.0	-3.6	-10.5	1.3	2.1	1.2	3.5
Cc1nn(CC(=O)NCCc2ccc(Cl)cc2Cl)c(C)c1[N+](=O)[O-]	0.4	1.0	15.2	-0.2	-0.7	-5.0	-0.8	-56.8	-1.3
O=C(O)C(c1ccccc1)C1(O)CCCC1 (centres undefined)	0.9	2.4	7.5	2.8	-22.5	-22.5	-0.3	-2.2	-0.9
Cc1c(C(=O)OCC[N+]2(C)CCCCC2)oc2ccccc12	0.0	7.8	4.9	1.4	-21.3	5.0	-0.4	-11.7	-10.6
COc1ccccc1C1CC(=O)Nc2cc3c(cc21)OCCO3 (centres undefined)	0.8	-2.0	-7.0	0.4	-1.4	-9.9	-1.0	1.5	-0.9
COc1cc(OC)c(N(C)S(=O)(=O)c2cccc(C(=O)Nc3nnc(C4CC4)s3)c2)cc1Cl	-1.8	0.2	1.4	14.7	-16.6	nt	-0.3	-22.4	1.0
Cc1cccc(C(C)(C)C)c1OCCCCN1CCCC1	-0.3	0.4	nt	-0.4	1.7	-10.6	-1.2	3.4	1.3
CC(C)(C)c1ccc(/C=N/NC(=S)NC2CCCCC2)cc1	4.0	7.5	-0.8	2.8	-12.9	14.3	3.6	-13.6	0.1
O=C(C1=C(O)C(=O)N(Cc2ccco2)C1c1ccccc1)c1cccs1 (centres undefined)	-1.7	6.0	20.4[fluorescence artefact?]	-1.9	-11.2	-26.8	-0.4	-4.2	-4.0
O=C(Cn1cncn1)N/N=C/c1cccnc1	-4.7	-4.5	-2.1	17.3	-23.3	-5.5	0.5	-4.0	0.6
CC(=O)c1sc(NC(=O)c2cc(=O)c3ccccc3o2)nc1C	-17.5	-2.9	4.5	-9.0	-3.6	-17.7	0.3	10.5	-2.0
COc1ccc(S(=O)(=O)N(CCCN2CCOCC2)Cc2ccc(OC)c(OC)c2)cc1	3.4	3.9	-4.6	-1.2	-12.2	-6.2	0.0	5.1	-1.2
O=c1c2ccccc2nnn1Cc1ccccc1	-1.5	2.4	-1.7	14.4	-5.5	-8.9	1.5	9.9	-2.3
Cc1ccccc1NC(=O)CC1SCCNC1=O (centres undefined)	0.8	-7.1	-2.8	0.5	-23.0	-4.5	0.0	-2.2	-1.2
COC(=O)C(NNc1ccccc1)(NC(=O)c1ccc(F)cc1)C(F)(F)F (centres undefined)	-4.1	5.1	7.7	1.2	-18.4	-1.4	-0.2	-11.2	1.8
CC1(C)Cc2ccccc2-c2nnc(-c3cccc(O)c3)n21	-0.5	-7.5	-2.6	1.9	-15.9	-11.2	0.7	-10.3	0.0
CC(/C=C/c1cccs1)=C\C(=O)O	-31.2	-13.9	-6.6	1.3	-22.9	-3.4	0.5	-14.9	nt
COc1ccc(C(CCN(Cc2ccc(OC)c(OC)c2)C(=O)CCl)c2ccccc2)cc1 (centres undefined)	-0.3	-0.5	5.8[fluorescence artefact?]	1.7	-14.6	-12.8	36.4	-21.2	-8.7
CCCCn1c(CN2CCN(c3cccc(Cl)c3)CC2)nc2c1c(=O)[nH]c(=O)n2C	-14.1	-9.9	-8.4	13.8	-11.2	2.8	0.3	-11.5	-7.3
COc1cc(/C=N/NC(=O)CSc2nc3ccccc3n2C)cc(OC)c1OC	0.3	1.2	10.5[fluorescence artefact?]	-0.6	1.0	-23.1	-0.6	8.3	0.2
Cc1ccc(C)c(NC(=O)CS(=O)(=O)c2cn(C)c3ccccc23)c1	4.3	-2.0	-2.6[fluorescence artefact?]	12.4	-14.6	nt	-0.6	-3.7	-1.2
CN(CC(=O)NCCC1=CCCCC1)S(=O)(=O)c1ccc2c(c1)CCC(=O)N2	0.1	0.0	-2.6[fluorescence artefact?]	22.0	7.5	-5.5	1.2	-11.9	-0.1
O=C(CNC(=O)c1ccc(F)cc1)N/N=C/c1ccc(O)c([N+](=O)[O-])c1	-26.4	0.0	1.6	1.4	-29.0	-13.8	0.5	-21.1	-2.4
O=C1CCCN1CCCNC(=S)Nc1ccccc1	-6.3	-8.7	-2.4	-2.4	-15.8	-9.0	0.8	16.7	0.8
CC1(C)CC(=O)c2cnn(-c3nc4ccccc4[nH]3)c2C1	-6.2	-2.9	3.0	3.5	-8.7	-27.7	3.9	-20.6	0.2
Cc1cccc(NC(=O)CNC(=O)COc2cc(F)ccc2[N+](=O)[O-])c1C	5.9	0.3	-2.1	-24.8	-4.8	-15.1	1.2	-5.5	0.4
O=C(N/N=C\c1ccc(CNS(=O)(=O)c2ccc(Cl)cc2)o1)C(=O)Nc1ccc(Oc2ccccc2)cc1	-14.7	-1.3	3.8	3.9	-16.6	-9.6	1.0	-11.5	4.1
C=CCC1(CC=C)CCCN1C(=O)CC1C(=O)NCCN1Cc1cccc(OC)c1 (centres undefined)	-5.0	3.2	-12.7	19.8	2.1	1.8	0.4	3.8	-5.1
Cc1cn(S(=O)(=O)c2ccc(Br)cc2)cn1	1.1	-1.2	42.4[fluorescence artefact?]	2.7	-9.3	-13.2	0.6	-6.1	0.2
CC(C)c1nc(N2CCOCC2)c(C#N)c2c1CCC2	4.5	-11.9	3.5	2.5	0.9	15.5	-0.2	-2.7	-5.8
COc1ccc(NC(=O)c2oc3ccc(S(=O)(=O)N4CCC5(CC4)OCCO5)cc3c2C)cc1	-10.1	-5.2	-2.2	-8.3	-4.8	-0.5	5.7	-23.3	-1.7

An excerpt from above in order of heavy-atom count, highest first.
SMILES	TbHK1 inh	Runt-SMMHC FRET	14-3-3 Bad PPI	Hck Nef HTS	EBV gp42 block	MDM2 E3 inh	zVAD death inh	p47phox inh	Runt-CBFb FRET
C=CCC1(CC=C)CCCN1C(=O)CC1C(=O)NCCN1Cc1cccc(OC)c1 (centres undefined)	-5.0	3.2	-12.7	19.8	2.1	1.8	0.4	3.8	-5.1
O=C1CCCN1CCCNC(=S)Nc1ccccc1	-6.3	-8.7	-2.4	-2.4	-15.8	-9.0	0.8	16.7	0.8
CC(/C=C/c1cccs1)=C\C(=O)O	-31.2	-13.9	-6.6	1.3	-22.9	-3.4	0.5	-14.9	nt

Continuation.
SMILES	TbHK1 inh	Runt-SMMHC FRET	14-3-3 Bad PPI	Hck Nef HTS	EBV gp42 block	MDM2 E3 inh	zVAD death inh	p47phox inh	Runt-CBFb FRET
C=CCN1C(=O)CSc2ccc(C(=O)NCc3cccs3)cc21	0.0	-1.7	-4.1	20.1	-9.6	-18.9	-0.6	-5.0	-0.8
O=C(NCCCn1ccnc1)C(=O)NCC1OCCN1S(=O)(=O)c1ccc2c(c1)OCCO2 (centres undefined)	-2.3	-4.9	3.7	24.7	-13.9	-3.9	-0.1	3.0	1.8
COc1cc(OC)cc(C(=O)N[C@H](C(=O)OCC(=O)Nc2ccc(F)c(F)c2F)C(C)C)c1	10.0	-4.9	-11.0	-9.8	9.1	-4.3	2.2	-4.6	-1.8
O=C(Cc1cccs1)N/N=C/C=C\c1ccco1	-45.9	-10.3	-20.1	3.3	-7.5	-35.4	-0.6	-5.7	8.7
CCCc1cc(=O)[nH]c(SCC(=O)N2CCN(c3ccc(F)cc3)CC2)n1	-6.7	-7.2	6.3	14.3	-4.2	-4.7	0.2	-47.1	-2.2
Cc1cc2n(n1)C(c1ccccc1)Nc1ccccc1-2 (centres undefined)	-1.1	-3.7	-5.5	-1.3	-14.1	-0.9	0.9	-15.5	0.2
Cc1ccc(NC(=O)C2CCN(S(=O)(=O)c3c(C)noc3C)CC2)cc1C	-3.3	-1.4	-7.7	22.3	-6.5	-7.2	3.7	-4.9	-1.0
O=C(O)COc1ccc(NC(=O)c2ccc(NC(=O)c3ccco3)cc2)cc1	-11.9	-5.6	-3.7	-9.5	-10.0	-2.4	2.8	-0.8	-0.2
COc1cc(N)n(S(=O)(=O)c2ccc(C)cc2)n1	-1.5	-3.2	1.4	8.1	2.5	nt	4.0	-1.8	0.8
CCOC(=O)Nc1cccc(NC(=O)c2cc(OC)cc(OC)c2)c1	8.1	3.1	-0.9	-11.7	-7.3	-0.2	2.3	-11.7	-0.1
Cc1cc(NC(=O)c2ccc(C#N)cc2)n(-c2ccccn2)n1	-1.2	-0.1	42.4	20.6	-3.5	9.3	6.7	10.4	4.5
COc1ccc(NC(=O)COC(C)=O)cc1OC	4.6	1.3	-16.1	22.7	-22.7	-5.2	3.5	0.1	1.1
COc1ccc(F)cc1S(=O)(=O)Nc1ccc(C)cc1	3.6	0.9	1.7	-1.6	-13.7	-17.3	-0.2	-8.9	-1.0
Oc1cccnc1CCc1ccccc1	-3.8	-4.8	-8.8	20.4	-10.0	1.8	10.7	-6.0	-1.0
COC(=O)[C@@H](NC(=O)NCc1ccccc1F)C(C)C	6.4	-0.4	1.8	-16.3	-15.3	-1.5	0.7	-7.0	-1.5
